# MEP2-GFP yeast: alters MEP2-GFP fluorescence in TOR pathway yeast screen; S. cerevisiae MEP2-GFP strain, flow cytometry GFP, 3 h; 100% = DMSO control level; GFP response vs DMSO, % at 10 µM; hit rate 0.51% among 330,000;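 active means GFP response versus DMSO above a set limit, roughly screen mean plus 3 SD, cut at about 180% in these data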;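 further: median GFP fluorescence of the barcode-gated MEP2-GFP cells per well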
# RPL19A TOR yeast: yeast TOR pathway RPL19A-GFP modulation. S. cerevisiae RPL19A-GFP strain, flow cytometry, 3 h; hits give low values. percent response vs DMSO, % at 10 µM. hit rate 0.3% among 330,000;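 active means percent response vs DMSO below 50%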;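 further: median channel GFP fluorescence of the barcoded RPL19A-GFP strain; ratio of sample median GFP to plate DMSO average so 100% = DMSO; lower means less RPL19A-GFP as with rapamycin TOR inhibition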
# EBNA-1 inhibitor: blocks EBNA-1 binding to DNA; AID 1950; inhibition, % at 14.8 µM; EBNA-1 DNA binding, fluorescence polarization; hit rate 0.34% among 300,000; in the data active means inhibition above about 28%
# LAP4-GFP MLPCN: yeast TOR pathway LAP4-GFP modulation. AID 2023. hit rate 0.34% among 320,000. GFP response vs DMSO, % at 10 µM. S. cerevisiae LAP4-GFP multiplex, flow cytometry GFP, 3 h; median GFP as percent of DMSO wells;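 active means GFP response vs DMSO above a set limit, about the screen mean plus 3 SD, cut at about 150% in these data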
# AHR act: human AHR activation; P35869; AHR-responsive luciferase reporter cells, luminescence; activation, % at 5 µM; hit rate 2.5% among 320,000; AID 2796; in the data active means activation above about 47%;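 further: 0% = vehicle wells and 100% = reference agonist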
# procasp7 counter: activates human procaspase-7, counter-screen for procaspase-3 activators | activation, % at 8.5 µM | P55210 | recombinant procaspase-7, Ac-DEVD-pNA absorbance 405 nm; D23A/D198A/D206A triple mutant, cannot self-cleave; scale: DMSO 0, 5 µM enzyme 100 | hit rate 0.093% among 330,000;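 active means percent activation above the screen-wide mean plus 3 SD, cut at about 25% in these data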
#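 System: Uncleavable procaspase-7 mutant enzyme; Amount: 2 µM procaspase-7 mutant as dispensed; Schedule: 1 h compound preincubation, 2 h substrate cleavage, 25 °C; Measured by: 405 nm absorbance of p-nitroaniline; Evaluation: percent activation from buffer-corrected 0–120 min absorbance change; Control set: low DMSO alone, high DMSO plus 5 µM PC-7.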
# procasp3 activ: procaspase-3 (human) activation | activation, % at 8.5 µM | hit rate 0.11% among 330,000 | recombinant procaspase-3 D3A, Ac-DEVD-pNA absorbance 405 nm;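 active means activation above the mean of all tested compounds plus 3 SD, cut at about 21% in these data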;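 further: 0% = DMSO alone and 100% = DMSO wells spiked with extra 5 µM PC-3 D3A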
#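 Compound: 8.5 µM single point, 0.8% DMSO / Material: Autoprocessing-dead procaspase-3 D3A mutant enzyme / Timing: 1 h preincubation plus 2 h reaction at 25 °C / Medium: Zinc-free HEPES/NaCl buffer with 0.01% Triton X-100 at pH 7.4 / Technique: 405 nm absorbance of p-nitroaniline, reads at 0 and 120 min / Repeats: one well per compound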
# ZTA counter: counter-screen for EBNA-1 inhibitors: inhibitors of Epstein-Barr virus ZTA; P03206; ZTA-DNA binding, fluorescence polarization; inhibition, % at 11 µM; hit rate 0.15% among 320,000; AID 2234; in the data active means inhibition above about 33%
# * = called active by the depositor; · = not tested or not shown.
SMILES,MEP2-GFP yeast,RPL19A TOR yeast,EBNA-1 inhibitor,LAP4-GFP MLPCN,AHR act,procasp7 counter,procasp3 activ,ZTA counter
COc1ccc(OC)c(-c2csc(NC(=O)COC(=O)c3ccc(NC(=O)CC#N)cc3)n2)c1,101,99,·,100,80*,-9,2,8
CC(CNc1nc2ccc(Cl)cc2n2cnnc12)c1ccccc1 (stereo unspecified),100,101,-17,94,7,-10,-12,13
O=C1NC(=S)N/C1=C/c1ccc(Oc2ccc(C(F)(F)F)cc2[N+](=O)[O-])c(Cl)c1,97,98,5,91,0,0,-12,-3
COCCNCC(=O)NCC12CC3CC(CC(C3)C1)C2,99,99,0,92,2,4,-6,-8
CCc1c(C#N)c(SCCC(=O)Nc2ccc(F)cc2)nc2c1C(=O)CC(C)(C)C2,103,104,0,104,-3,4,5,0
CC/C(C)=C1\SC(N2CCOCC2)=NC1=O,105,108,2,106,2,6,3,-6
O=[N+]([O-])c1cc(/C=N\Nc2ccccn2)ccc1Cl,103,106,-3,80,4,0,-8,6
Cc1cc(NC(=O)CCC(=O)N(CC(=O)NC2CCCC2)c2ccc(C)c(F)c2)no1,104,95,-7,83,0,1,-3,-15
O=C(NCC1CCCO1)/C(=C\c1cccc([N+](=O)[O-])c1)NC(=O)c1ccccc1 (stereo unspecified),102,105,-10,98,1,3,2,-4
Cc1nc2c(C)cccn2c(=O)c1NC(=O)c1ccc(Br)o1,97,96,3,111,9,3,6,7
CCOC(=O)c1cc2sccc2n1CC(=O)c1ccc2c(c1)OCCO2,100,96,-3,113,5,-6,7,-2
O=C(CC1C(=O)NCCN1CC(c1ccccc1)c1ccccc1)NCCc1cn[nH]c1 (stereo unspecified),107,105,-4,107,-3,0,0,-3
Cc1cc(OCc2nnc(SC(C)C(=O)O)n2-c2ccccc2)ccc1Cl (stereo unspecified),101,103,-6,89,3,-17,-13,-8
O=S1(=O)CCC(NC(=S)N2CCCCCC2)C1 (stereo unspecified),100,99,11,97,6,6,0,13
O=C(CCc1ccccc1)NC(=S)Nc1ccc(S(=O)(=O)N2CCOCC2)cc1,97,102,8,92,0,1,3,-1
Cc1c(CN(C)C(=O)CSc2nc(-c3ccco3)cc(C(F)(F)F)n2)cnn1C,104,96,-3,102,2,0,-3,-9
Cc1[nH]n(-c2cccc(Cl)c2)c(=O)c1-c1ccccc1,98,100,2,91,15,3,-6,-3
CC(C)Sc1nnc(Nc2ccccc2)s1,108,96,-7,104,18,4,4,-42
CCOC(=O)c1c(C)n(C)c2ccc(OC)c(NC(=O)CN3CCN(Cc4ccccc4)CC3)c12,98,99,-9,105,6,-5,4,-27
c1ccc2c(c1)c1cccc3ccc4cccc2c4c31,102,106,·,119,1,9,5,-5
CN1CCN(C(=S)c2cn(Cc3ccc(F)cc3)c3ccccc23)CC1,101,101,1,96,0,-3,3,0
CCN(CC)C(=O)C1CCCN(c2ccc([N+](=O)[O-])cc2/C=N/NC(=O)c2cccc([N+](=O)[O-])c2)C1 (stereo unspecified),100,101,6,94,1,-5,-1,4
CSc1ncccc1C(=O)OCC(=O)Nc1ccc2c(c1)OCO2,97,88,6,114,1,7,4,3
COc1cc(SC)ccc1C(=O)N1CCN(S(=O)(=O)/C=C/c2ccccc2)CC1,88,91,·,93,0,10,5,10

# Entries of single compounds, quoted from the list. Values in the order: MEP2-GFP yeast	RPL19A TOR yeast	EBNA-1 inhibitor	LAP4-GFP MLPCN	AHR act	procasp7 counter	procasp3 activ	ZTA counter
# Cc1c(CN(C)C(=O)CSc2nc(-c3ccco3)cc(C(F)(F)F)n2)cnn1C is listed as 104	96	-3	102	2	0	-3	-9
# CCOC(=O)c1c(C)n(C)c2ccc(OC)c(NC(=O)CN3CCN(Cc4ccccc4)CC3)c12 is listed as 98	99	-9	105	6	-5	4	-27
# CCN(CC)C(=O)C1CCCN(c2ccc([N+](=O)[O-])cc2/C=N/NC(=O)c2cccc([N+](=O)[O-])c2)C1 (stereo unspecified) is listed as 100	101	6	94	1	-5	-1	4
# O=C(CC1C(=O)NCCN1CC(c1ccccc1)c1ccccc1)NCCc1cn[nH]c1 (stereo unspecified) is listed as 107	105	-4	107	-3	0	0	-3
# COCCNCC(=O)NCC12CC3CC(CC(C3)C1)C2 is listed as 99	99	0	92	2	4	-6	-8

# Next records.
SMILES,MEP2-GFP yeast,RPL19A TOR yeast,EBNA-1 inhibitor,LAP4-GFP MLPCN,AHR act,procasp7 counter,procasp3 activ,ZTA counter
Cc1ccc(C)c(S(=O)(=O)NCC(=O)NCc2ccco2)c1,109,105,3,96,-3,5,-4,14
Nc1ccc(S(N)(=O)=O)cc1N,99,98,-1,103,115*,4,-7,-9
COc1ccc(-c2cc(C(=O)N(C)Cc3ccc(F)cc3)c3ccccc3n2)cc1OC,91,95,3,104,64*,-5,0,-5
Cc1oc2cc3oc(=O)c(CCC(=O)NCCC(=O)O)c(C)c3cc2c1C,99,101,-4,85,2,6,8,-8
COc1ccc(N2CCN(C(=O)c3cc(=O)c4cc(C)cc(C)c4o3)CC2)cc1,105,101,2,102,-1,9,-5,6
CCCCOC(=O)C1=C(C)NC2=C(C(=O)CCC2)C1c1cc(OC)ccc1OC (stereo unspecified),102,95,-4,101,3,9,0,2
Cc1csc(NC(=O)c2ccc(C)s2)n1,92,95,1,112,30,-24,-14,6
Cc1cccn2cc(CCNC(=O)c3cccs3)nc12,98,98,2,101,14,3,-3,7
COc1cc(C(=S)N2CCCC2)ccc1OS(=O)(=O)c1ccc(NC(C)=O)cc1,117,114,-2,104,-6,-3,6,-9
Cc1[nH]c2ccccc2c1/C=N/NC(=O)CNC(=O)c1cccs1,102,100,-15,104,9,7,0,-11
CN(C)CCCN(C(=O)c1nc2ccccc2s1)c1nc2ccc(F)cc2s1,93,97,-4,104,10,-3,0,-2
CCCn1c(=O)[nH]c(=O)c2c1nc(-c1ccc(C(F)(F)F)cc1)n2CCOC,108,102,-17,100,4,0,0,0
Cc1ccc(C)c2sc(NC(=O)C3CC3)nc12,104,94,-2,101,92*,12,9,10
COc1ccc2c(-c3cc4ccc(OCc5ccc(F)cc5)cc4oc3=O)cc(=O)oc2c1,95,91,3,86,-2,5,-2,7
CC(C)OC(=O)C(C)Nc1ccc(F)c(Cl)c1 (stereo unspecified),92,97,1,111,-1,-1,8,10
O=C(Cn1nnc(-c2ccccc2Cl)n1)N/N=C/c1ccc2c(c1)OCO2,98,103,14,98,12,7,9,5
CCOc1ccc(CNCCNC(=O)c2nonc2N)cc1,66,97,-4,110,1,-4,6,-3
Cc1ccc(OCC(=O)NC(=S)Nc2ccccn2)c(Br)c1,102,92,15,109,11,6,11,6
CSc1ncccc1C(=O)N1CCCC(CCC(=O)NCc2ccc(F)c(F)c2)C1 (stereo unspecified),95,93,2,82,4,3,-4,-1
O=S(=O)(c1ccc(F)c(F)c1)N1CCN(CCc2ccccc2)CC1,104,101,-6,96,-3,3,11,-8
O=C(NCCc1ccc(C(F)(F)F)cc1)C1CCC(=O)N(CCCc2ccccc2)C1 (stereo unspecified),100,100,0,88,-1,0,5,7
Cc1csc(NC(=O)CCSCCc2ccccn2)n1,106,101,6,98,-2,12,10,21
COc1cccc(C(=O)Nc2cccc(-c3ccccc3)c2)c1,105,104,-6,103,23,2,2,5
CCOC(=O)N1CCN(C(=O)c2cn(CCOC)c(=O)c3c2c2ccccc2n3C)CC1,109,100,-4,100,11,0,-4,-12

# Part of the list above, limited to procasp3 activ.
SMILES,procasp3 activ
CCc1c(C#N)c(SCCC(=O)Nc2ccc(F)cc2)nc2c1C(=O)CC(C)(C)C2,5
CC/C(C)=C1\SC(N2CCOCC2)=NC1=O,3
O=[N+]([O-])c1cc(/C=N\Nc2ccccn2)ccc1Cl,-8

# The listing continues.
SMILES,MEP2-GFP yeast,RPL19A TOR yeast,EBNA-1 inhibitor,LAP4-GFP MLPCN,AHR act,procasp7 counter,procasp3 activ,ZTA counter
COc1ccc(N/C(C)=C/C(=O)c2ccccc2)cc1,100,103,-3,88,3,8,3,10
O=C(O)c1cc2ccc3ccccc3c2[nH]1,104,104,4,107,19,4,4,-16
O=C(c1ccc(C(F)(F)F)cc1)C1CCCN(C(=O)CCn2cncn2)C1 (stereo unspecified),100,96,-3,95,5,0,12,-1
CCCCCCCCC(=O)N/N=C(\C)c1ccc(O)cc1O,108,101,-6,100,11,4,-1,-9
COc1ccc(S(=O)(=O)N2CCN(CC(=O)N3CCc4ccccc4C3)CC2)cc1OC,97,96,·,92,2,12,3,-5
CN(CCc1ccccn1)C(=O)Nc1ccc(F)cc1,92,90,-3,90,-1,2,8,-15
Cc1ccc(S(=O)(=O)NCCC(=O)NCC(c2cccs2)N(C)C)cc1C (stereo unspecified),93,90,·,88,10,3,8,4
COc1ccc2c(c1)c(C(=O)CN1CCCCC1)c(C)n2C,92,102,4,99,3,8,4,-13
Cc1ccc(-c2nc(S(=O)(=O)c3ccc(C)cc3)c(N3CCOCC3)o2)cc1,101,99,-10,109,1,-7,-9,-13
CCC(=O)Nc1ccc(NC(=O)CSc2nnc(-c3ccco3)n2CC)cc1,102,103,-7,102,-6,6,-3,2
Cc1c(C(=O)OC2CCCC2C)[nH]c2c1C(=O)CCC2 (stereo unspecified),99,97,-4,102,1,5,10,1
COc1ccc([N+](=O)[O-])cc1-n1cnnn1,98,90,-1,86,1,16,4,-4
CCCc1cc(C(=O)NCc2ccco2)no1,101,102,2,110,3,2,2,-11
CCC(C)NC(=S)N(CCc1ccccc1)Cc1cc2cc(OC)c(OC)cc2[nH]c1=O (stereo unspecified),106,96,-8,95,14,-4,-3,18
CCOC(=O)CCCCC(=O)c1[nH]c(=O)[nH]c1C[n+]1ccc(C)cc1,93,100,-10,96,3,-5,-1,6
O=C(CSc1nnc(-c2ccncc2)n1-c1ccccc1)N1CCN(c2ccc(Cl)cc2)CC1,106,98,-5,88,-4,-4,-7,-19
CCOC(=O)N1CCN(Cc2nc3c(c(=O)n(C)c(=O)n3C)n2Cc2ccccc2)CC1,102,94,-1,102,2,-3,9,14
Cc1cccc2cc(CN(Cc3ccco3)S(=O)(=O)c3ccc4c(c3)OCCO4)c(=O)[nH]c12,120,84,-4,103,12,-3,4,9
O=C(CCC(=O)NC1CCCCCCC1)Nc1nnc(C(F)(F)F)s1,100,96,-4,95,0,6,7,-10
CCOC(=O)C1=C(COC(=O)/C=C/c2cccc(F)c2)NC(=O)NC1C (stereo unspecified),105,100,·,98,1,9,-4,·
CCc1cc2cc(C(=O)N3CCN(c4ccccc4)CC3)sc2s1,107,99,8,96,3,7,-3,-1
Cn1c(N)c(C(=O)COC(=O)c2ccc(-c3ccccc3)cc2)c(=O)n(C)c1=O,103,100,·,98,8,11,1,·
COc1ccccc1CNC(=O)C1Cc2cc(S(=O)(=O)N3CCCCC3)ccc2N1C(C)=O (stereo unspecified),116,120,-4,114,4,4,2,-13
CCC(=O)c1ccc(OCC(=O)OCC(=O)NCC2CCCO2)cc1 (stereo unspecified),94,72,4,82,-2,-1,0,-10
O=C(COC(=O)CN1C(=O)C2CCCCC2C1=O)Nc1ccc(S(=O)(=O)N2CCOCC2)cc1 (stereo unspecified),101,103,-4,93,10,11,5,11
Cc1ccc(S(=O)(=O)NCC(=O)N(CC(=O)NCC2CCCO2)CC2CCCO2)cc1 (stereo unspecified),107,98,8,101,1,13,-6,6
CCCCOc1ccccc1N,100,104,-13,99,2,-9,-5,5
O=C(COC(=O)CNS(=O)(=O)c1ccc(F)c(F)c1F)Nc1ccc(OC(F)F)cc1,101,102,-3,94,-1,4,3,8
CS(=O)(=O)N1Cc2ccccc2CC1C(=O)OCC(=O)NCCc1ccc(S(N)(=O)=O)cc1 (stereo unspecified),109,100,·,96,3,8,1,·
Cc1cc(NC(=O)/C=C/c2ccccc2)no1,94,94,-6,104,0,5,2,-6

# Source: PubChem BioAssay (several laboratories)
